# RBX1-CUL1 inh – inhibitors of human ROC1-CUL1 ubiquitin ligase activity; P62877+Q13616; in vitro K48 di-Ub FRET, acceptor:donor ratio, 45 min; inhibition, % at 10 µM; 0.6% of 140,000 active; in the data active = inhibition above about 25%
# Target sequence (P62877 whole entry, looked up): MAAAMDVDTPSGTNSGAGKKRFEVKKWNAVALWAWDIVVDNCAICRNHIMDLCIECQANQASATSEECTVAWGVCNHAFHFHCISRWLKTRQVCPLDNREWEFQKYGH
# Target sequence (Q13616 whole entry, looked up): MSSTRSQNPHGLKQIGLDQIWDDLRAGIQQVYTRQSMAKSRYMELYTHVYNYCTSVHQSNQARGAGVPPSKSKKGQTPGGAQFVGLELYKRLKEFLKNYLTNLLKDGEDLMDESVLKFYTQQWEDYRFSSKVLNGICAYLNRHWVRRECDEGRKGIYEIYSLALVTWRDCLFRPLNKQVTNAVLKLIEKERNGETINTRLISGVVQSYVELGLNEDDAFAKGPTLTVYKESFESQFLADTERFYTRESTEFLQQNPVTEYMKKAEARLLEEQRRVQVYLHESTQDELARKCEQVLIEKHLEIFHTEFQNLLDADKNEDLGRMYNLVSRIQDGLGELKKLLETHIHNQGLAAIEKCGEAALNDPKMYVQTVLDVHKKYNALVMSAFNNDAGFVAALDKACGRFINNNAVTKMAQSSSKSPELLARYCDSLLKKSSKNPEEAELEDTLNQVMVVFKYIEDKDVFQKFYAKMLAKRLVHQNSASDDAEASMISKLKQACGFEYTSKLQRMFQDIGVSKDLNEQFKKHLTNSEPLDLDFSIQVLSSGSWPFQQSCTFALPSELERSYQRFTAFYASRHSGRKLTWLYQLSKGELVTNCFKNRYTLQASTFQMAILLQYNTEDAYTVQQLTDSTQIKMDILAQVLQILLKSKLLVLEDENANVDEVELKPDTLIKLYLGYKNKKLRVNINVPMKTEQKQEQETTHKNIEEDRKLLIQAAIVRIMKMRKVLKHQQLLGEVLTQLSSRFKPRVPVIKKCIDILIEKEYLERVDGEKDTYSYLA
# An asterisk follows results filed as active. Some of the compounds tested; rates above refer to the full screens.
SMILES,RBX1-CUL1 inh
Cc1ccc(C)c(OCC(=O)Nc2cc(Cl)c(O)c(Cl)c2)c1,0
CN1C(=O)c2ccccc2Sc2ccc(NC(=O)NCc3ccc(Cl)cc3)cc21,6
COc1ccc(C(=O)NCC2(c3ccc(OC)c(OC)c3)CCCC2)cc1,2
Cc1noc(C)c1NC(=O)N1CCC(Cn2cc(C3CC3)nn2)CC1,-1
CCOC(=O)N1CC=C2C(C#N)C(=N)C(C#N)(C#N)[C@H](c3cc(OC)c(OC)c(OC)c3)[C@H]2C1 (stereo partly specified),9
Cc1oc(-c2ccc(NC(=O)Cc3ccccc3)cc2)nc1CNC(=O)Cn1c(=O)oc2ccccc21,3
CCOc1cccc(-c2cc(C(=O)Nc3cc(C(C)(C)C)on3)c3ccccc3n2)c1,1
COc1cc(-c2c(C#N)c(N)n3c(nc4ccccc43)c2C#N)ccc1OCC(=O)NC1CCCC1,20
CC(C)(C)c1ccc(C2CC2C(=O)N/N=C\C=C\c2ccccc2[N+](=O)[O-])cc1 (stereo unspecified),-3
O=C(COc1ccc(Cl)c(Cl)c1)Nc1ccc(Cn2cccn2)cc1,-11
COc1cc(N2C(C(C)=O)=NN(c3ccc(C)cc3)C2c2ccccc2OCc2ccccc2F)ccc1NC(=O)C(C)C (stereo unspecified),4
CCCCOC(=O)c1ccc(Nc2nnc(-n3nc(C)cc3C)c3ccccc23)cc1,2
COCC(=O)Nc1cc(Cl)ccc1C,-6
CCc1ccccc1Nc1nn2c(=O)c3ccc(C(=O)NCCc4ccccc4)cc3nc2s1,-11
CN(C(=O)CSc1nc(-c2ccc(F)cc2)cc(C(F)(F)F)n1)c1ccccc1,1
COC(=O)c1cc([N+](=O)[O-])cc(S(=O)(=O)O)c1,-3
COc1ccc(C)cc1-n1cnc2cc(C(=O)NC3CCCCCC3)ccc21,0
Cc1ccc(NC(=O)c2cc3c(=O)n(Cc4cccnc4)ccc3nc2C)cc1F,-11
COc1cc(C=C2C(=O)OC(C)(C)OC2=O)ccc1OCC(=O)Nc1ccccc1,1
COc1ccc(-c2[nH]ncc2/C=N\NS(=O)(=O)c2ccc(Cl)cc2)cc1,-9
CN(C)S(=O)(=O)N1CCC(CO)(Cc2cccc(C(F)(F)F)c2)CC1,9
CCN(CC)CCSc1nnc2c3cc(F)ccc3n(C)c2n1,9
CC(C)n1cc(C(=O)NCC2CCCCC2)c(=O)c(C(=O)N2CCSCC2)c1,0
CN(C)c1cnc(-c2ccccc2)nc1Cl,-2

# The last 5 entries of the part above come first, to join the parts:
SMILES,RBX1-CUL1 inh
COc1ccc(-c2[nH]ncc2/C=N\NS(=O)(=O)c2ccc(Cl)cc2)cc1,-9
CN(C)S(=O)(=O)N1CCC(CO)(Cc2cccc(C(F)(F)F)c2)CC1,9
CCN(CC)CCSc1nnc2c3cc(F)ccc3n(C)c2n1,9
CC(C)n1cc(C(=O)NCC2CCCCC2)c(=O)c(C(=O)N2CCSCC2)c1,0
CN(C)c1cnc(-c2ccccc2)nc1Cl,-2
COc1cc(OC)c(NC(=O)N2CC3CCCN3c3ccccc32)cc1Cl (stereo unspecified),-3
COc1ccc(N2C(=O)c3cccc4c(Nc5cccc(Cl)c5)c([N+](=O)[O-])cc(c34)C2=O)cc1,-6
Cc1nn(-c2ccccc2)c(Cl)c1C1c2c(n[nH]c2C)OC(=N)C1C#N (stereo unspecified),-11
O=C1N=c2ccc(I)cc2=C1c1sc(=Nc2ccccc2)n(-c2ccccc2)c1O,2
COc1ccc(C2C(=N)C(=O)NC2=O)cc1OC (stereo unspecified),4
Nc1nc(N2CCN(C(=O)c3ccco3)CC2)nc2ccccc12,6
CCOc1ccccc1NC(=O)Cc1noc2ccc(C)cc12,1
COc1ccc(/C(C)=N/NC(=S)SCN2C(=O)C3CCC(C)(C2=O)C3(C)C)cc1 (stereo unspecified),-4
Cc1cc(Cl)c(S(=O)(=O)NCc2cccnc2)cc1OCC(N)=O,-5
O=C(Nc1cccc(O)c1)c1ccc2c(c1)C(=O)N(Cc1cccnc1)C2=O,-5
COc1cc(/C=N/NC(=S)N=C2C(=O)N(c3ccccc3)N(C)C2C)ccc1O (stereo unspecified),-2
COc1ccc(/C=C2/SC(=S)N(c3ccccc3OC)C2=O)cc1OC,7
Cc1ccc(Oc2ccc3c(c2)C(=O)N(c2ccccc2C)C3=O)cc1,3
C=CCc1cc(C(=O)NCC(C)C)ccc1OC,3
CCc1ccc2c(Cl)c(C(=O)Nc3cccnc3)sc2c1,-4
CCc1nnc(NC(=O)CSc2nc3c([nH]c4ccccc43)c(=O)n2-c2cc(C)cc(C)c2)s1,-2
O=C(NCc1cccnc1)c1ccc(Cl)cc1Cl,0
CC(=O)c1ccc(N2C(=O)C(c3ccccc3)=C(c3ccccc3)OC2c2ccccc2)cc1 (stereo unspecified),-2
COC(=O)CN1C(=O)S/C(=C/c2cn(Cc3ccccc3F)c3ccccc23)C1=O,1
Cc1ccc(CNC(=O)c2cc3c(s2)-c2ccccc2SC3)cc1,7
CC1CC(=O)c2cnc(N3CCN(C)CC3)nc2C1 (stereo unspecified),-4
O=C(c1ccc2c(c1)N(Cc1cccc(Cl)c1)C(=O)c1ccccc1S2(=O)=O)N1CCN(Cc2ccccc2)CC1,-17
O=c1oc2ccccc2c2nc(-c3cc(-c4ccccc4)nn3-c3ccccc3)[nH]c12,-2
CCOC(=O)C1CCCn2c1nc1sc3c(c1c2=O)CCCC3 (stereo unspecified),3
O=C(/C=C/c1ccc(N=Cc2ccc(-c3ccccc3)cc2)cc1)OCCCc1cccc(Cl)c1,1
COc1cc(OC)c(NC(=O)c2oc3ccc4c(c3c2C)C(=O)CC(C)(C)O4)cc1Cl,0
O=C(Cc1cccs1)Nc1nnc(COc2ccccc2F)s1,0
COc1ccc(-c2cc(C)cc3c2OC(CNC(=O)CC2CCCCC2)C3)nn1 (stereo unspecified),0
Cc1ccc(OC(=O)C23CCC(C)(C(=O)O2)C3(C)C)cc1C (stereo unspecified),-3
COc1ccccc1C1(CC(=O)N2CCCC(c3ccccc3)CC2)CC(=O)N(C2CCCC2)C1=O (stereo unspecified),4
COC(=O)c1cc(NC(=O)/C=C/c2cnn(C)c2)cc(C(=O)OC)c1,-3
COc1ccccc1N1CCN(CCCNC(=O)c2cnn(-c3ccc(C)c(C)c3)c2C2CCN(C(=O)OC(C)(C)C)CC2)CC1,2
Clc1c2ccccc2nc2c1cc1c3c(cccc32)CC1,1
CCC(C)C(=O)Nc1nc2c(s1)CCCC2 (stereo unspecified),-5
O=C(CS(=O)(=O)c1cccc2nsnc12)N1CCN(c2cccc(C(F)(F)F)c2)CC1,2
CC(C)CC(Br)C(=O)Nc1ccccc1C(N)=O (stereo unspecified),8
CCOC(=O)C1=C(C)N=c2s/c(=C\c3ccc(O)cc3)c(=O)n2C1c1ccccc1Cl (stereo unspecified),5
COc1cc(N=CC2C(=O)OC(C)(C)OC2=O)c2ncccc2c1[N+](=O)[O-],1
Cc1cc(Cl)ccc1NC(=O)CC1NCCNC1=O (stereo unspecified),5
COc1ccc(N2C(=O)C3CSCN3C2=S)cc1 (stereo unspecified),7
O=C(c1sc2cccc(F)c2c1Cl)N1CCN(c2ccccn2)CC1,12
Cc1ccc2nc(-c3cccc(NC(=O)c4cccc5c(Cl)cccc45)c3)oc2c1,-9
N=C1NC(=O)/C(=C/c2ccc(O)c(Cl)c2)S1,2
COc1ccc(-c2cc(C(F)(F)F)nc(SCC(=O)N(C)Cc3ccccc3)n2)cc1,5
COc1cc(/C=C2\C(=O)NN(c3ccc(C)cc3)C2=O)cc(OC)c1OC,1
CCOc1cccc(C2c3c(oc4ccccc4c3=O)C(=O)N2c2nc(C)c(C(=O)OC)s2)c1 (stereo unspecified),3
CC1=C(C)CC(C(=O)NNC(=O)c2ccoc2C)C(C(=O)O)C1 (stereo unspecified),-2
O=C(CSc1nnc(-c2ccco2)o1)Nc1ccccc1Cl,5
CC(C)(C)OC(=O)N1CCC(c2c(C(=O)N3CCN(C(=O)c4ccco4)CC3)cnn2-c2ccc(Cl)cc2)CC1,-5
CCc1ccccc1NC(=O)c1c(C)coc1C,-3
CC(=O)Nc1ccc(NC(=O)c2ccccn2)cc1,-1
Cc1nc(N2CCCC2)ncc1C(=O)NCc1ccc(Cl)cc1,3
CCCc1cc(C(=O)OC)c(NC(=O)c2c(C)noc2C)s1,-7
CN=C1S/C(=C\c2cccn2-c2ccc(Cl)cc2)C(=O)N1C,9
O=C(Cn1ccc2cc(S(=O)(=O)N3CCCCC3)ccc21)NCc1ccccc1Cl,-1
COc1cc(C(=O)Oc2ccccc2/C=N/NC(=O)c2cc(C)[nH]n2)cc(OC)c1OC,-10
Cc1ccc(C(N)=O)c[n+]1C,-3
COc1ccc(C2c3c(n[nH]c3-c3cc(OC)c(OC)c(OC)c3)OC(=N)C2C#N)cc1 (stereo unspecified),-2
CCc1nc2c(cnn2-c2ccc(Cl)cc2)c(=O)n1-c1ccc(OC)c(Cl)c1,4
Cc1ncc2c(c1CNC(=O)/C=C/c1cccs1)CCN(C(=O)/C=C/c1cc(F)ccc1F)C2,8
# Continuation:
SMILES,RBX1-CUL1 inh
COC(=O)c1cc(C(=O)OC)c(NC(C)=O)c([N+](=O)[O-])c1,10
Cc1ccc(CNC(=O)CN(c2cccc(C)c2C)S(=O)(=O)c2ccccc2)cc1,2
O=C(NCc1ccccc1)NC1COc2ccccc2C1 (stereo unspecified),1
COc1ccc(C)cc1NC(=O)CSc1nnc(COc2cccc(C)c2)n1C,8
Cc1cc(C)n(-c2nncn2/N=C/c2cc([N+](=O)[O-])ccc2Cl)n1,3
O=C(Nc1cccnc1)c1ccc(Br)o1,0
COc1ccc(C(=O)N2C[C@H](O)[C@@H](N3CCN(Cc4csc(C)n4)CC3)C2)cc1,-5
Clc1ccc(Cn2nnc(-c3ccccc3Cl)n2)cc1Cl,4
CC1C(=NC(=O)COc2cc(Cl)c(Cl)cc2Cl)C(=O)N(c2ccccc2)N1C (stereo unspecified),21
CC(C)OCCCn1c(=O)c2ccccc2n2c(-c3cc(Cl)ccc3O)nnc12,-7
Cc1ccc(N)cc1S(=O)(=O)N1CCOCC1,-3
COc1cc(CNC(=O)c2cnc3c(-c4cccc(C)c4)c(C)nn3c2C)cc(OC)c1OC,12

# As a working copy, some entries already given.
SMILES,RBX1-CUL1 inh
Clc1ccc(Cn2nnc(-c3ccccc3Cl)n2)cc1Cl,4
CC1C(=NC(=O)COc2cc(Cl)c(Cl)cc2Cl)C(=O)N(c2ccccc2)N1C (stereo unspecified),21

# (list continues)
SMILES,RBX1-CUL1 inh
COc1ccc(OC)c(NC(=O)CSc2nc(-c3ccccc3C)nc3cc(=O)[nH]n23)c1,1
CCC(N)(CC)c1cn(C2CCN(c3nc4ccccc4o3)CC2)nn1,-10
CCOc1ccc(NC(=O)NC(C)c2c(-n3cccc3)sc3c2CCN(CC)C3)cc1 (stereo unspecified),1
COc1ccc(C(=O)C2CCCN(C(=O)CSc3ncccn3)C2)c(C)c1 (stereo unspecified),3
N#Cc1c(N)nc(SCC(=O)NCc2ccccc2Cl)c(C#N)c1-c1cccs1,-1
O=C(/C=C/c1ccc(F)cc1)NCC1CCC2(CCN(CCCc3ccccc3)CC2)O1 (stereo unspecified),0
C=CCn1c(SCC(=O)N2CCN(CCO)CC2)nc2sc(C)c(C)c2c1=O,13
CC(C(=O)Nc1cc(F)cc(F)c1)c1ccc(-c2ccccc2)c(F)c1 (stereo unspecified),10
CC1CCN(S(=O)(=O)c2ccc3c4c(cccc24)C(=O)N3C)CC1,0
CCOC(=O)c1c(NC(=O)C2c3ccccc3Oc3ccccc32)sc(C)c1CC,-6
Cc1cc(N2CCC(n3cc(C(C)(C)O)nn3)CC2)c2ccccc2n1,7
COc1ccc(N(CC(=O)Nc2ccc(C)c(C)c2)S(=O)(=O)c2ccc(C)cc2)cc1OC,4

# Look-ups from the entries so far.
# O=C(CS(=O)(=O)c1cccc2nsnc12)N1CCN(c2cccc(C(F)(F)F)c2)CC1 – RBX1-CUL1 inh: 2
# Cc1cc(C)n(-c2nncn2/N=C/c2cc([N+](=O)[O-])ccc2Cl)n1 – RBX1-CUL1 inh: 3
# Clc1c2ccccc2nc2c1cc1c3c(cccc32)CC1 – RBX1-CUL1 inh: 1
# O=C(Nc1cccnc1)c1ccc(Br)o1 – RBX1-CUL1 inh: 0

# (list continues)
SMILES,RBX1-CUL1 inh
O=S(=O)(NCCNS(=O)(=O)c1cc(Cl)ccc1Cl)c1cc(Cl)ccc1Cl,-4
COc1ccc(N=C(N)N=C2N=C(CSc3ccc(Cl)cc3)CC(=O)N2)cc1,6
COc1ccc(C(=O)N=C2CN=C3C=CC=CN3C2=O)cc1,-1
O=C(O)CCCN=CC1C(=O)N(c2c(Cl)cccc2Cl)c2ccccc21 (stereo unspecified),8
CN(C)c1ccnc2sc(C(=O)Nc3ccccc3)c(N)c12,5
O=c1oc2ccc(Cl)cc2n1S(=O)(=O)c1ccccc1,8
CSc1nc2sc(C)c(C)c2c(=O)[nH]1,5
CN1CCCN(C(=O)c2cc3cc(Br)ccc3oc2=O)CC1,17
CCCSc1nc2ccccc2c(=O)n1Cc1ccccc1,0
Nc1ccc(Sc2ccccc2CC(=O)O)cc1,-8
CN(C)CCNC(=O)CCCN1C(=O)c2cccnc2Oc2ccc(Cl)cc21,2
Cc1cc2nc(/C=C/c3cccnc3)[nH]c2cc1C,10

# Given bar-delimited: entries from further up.
canonical_smiles | RBX1-CUL1 inh
O=S(=O)(NCCNS(=O)(=O)c1cc(Cl)ccc1Cl)c1cc(Cl)ccc1Cl | -4
CCCSc1nc2ccccc2c(=O)n1Cc1ccccc1 | 0
COc1ccc(C(=O)N=C2CN=C3C=CC=CN3C2=O)cc1 | -1

# (list continues)
SMILES,RBX1-CUL1 inh
O=C(Nc1cccc(-c2nc3ccccc3[nH]2)c1)c1c(F)cccc1F,3
CCc1ccc(C2C(=O)c3ccccc3C2=O)cc1,1
CCc1ccc(C(=O)c2cn(Cc3ccc(F)cc3)c3cc(OC)c(OC)cc3c2=O)cc1,-4
CCOc1c(OC(C)=O)ccc(/C=N/Nc2ccc(C)cc2)c1[N+](=O)[O-],0
N#Cc1ccc(-c2cccs2)nc1SCc1cccc(Cl)c1,0
CC(C)C(=O)Nc1ccccc1C(=O)OCC(=O)C(C)(C)C,-3
Cc1ccc(C)c(NC(=O)Cn2c(=O)n(Cc3ccco3)c(=O)c3oc4ccccc4c32)c1,-8
CCOc1ccc(CNS(=O)(=O)c2c(C(=O)N3CCC(C)CC3)c(C)n(C)c2C)cc1OC,-5
